MrgX1 ag = agonists of human MrgX1 receptor | MrgX1-HEK293 cells, Fluo-4 calcium fluorescence, agonist mode; active compounds read high | B-score at 10 µM | 0.44% of 310,000 active | AID 588627;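 active = calcium response B-score plate-corrected fluorescence ratio at least 3 library SD, with starting fluorescence B-score inside 5 SD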
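Material: HEK293 cells stably expressing human MrgX1 receptor | Quantity: 15,000 cells per well | Times: Cells plated overnight, dye loaded 0.5 h 37 °C, 0.5 h room temperature | Measured by: Kinetic Fluo-4 NW fluorescence of intracellular calcium | Control set: Positive and negative controls per plate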
MrgX1 antag = human MrgX1 receptor antagonism, primary screen; AID 588676; 1.3% of 310,000 active; B-score at 10 µM; MRGX1-HEK293 calcium flux, Fluo-4, BAM8-22 antagonism; active compounds read low;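 active = calcium-response B-score plate-corrected more than 3 library SD below zero, starting fluorescence within 5 deviations, no agonist response on first addition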;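 note: peak minus trough fluorescence over baseline after final BAM8-22 challenge near maximal dose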
TRPC4 inh = blocks the mouse TRPC4 cation channel. Q9QUQ5. HEK293 TRPC4beta/mu-opioid, DAMGO-evoked Fluo4 calcium flux; active compounds read low. B-score at 10 µM. 0.39% of 300,000 active. AID 2247;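 active = B-score over 3 SD under the library average, no early fluorescence shift, positive overall ratio signal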
Target sequence (Q9QUQ5 whole entry, looked up): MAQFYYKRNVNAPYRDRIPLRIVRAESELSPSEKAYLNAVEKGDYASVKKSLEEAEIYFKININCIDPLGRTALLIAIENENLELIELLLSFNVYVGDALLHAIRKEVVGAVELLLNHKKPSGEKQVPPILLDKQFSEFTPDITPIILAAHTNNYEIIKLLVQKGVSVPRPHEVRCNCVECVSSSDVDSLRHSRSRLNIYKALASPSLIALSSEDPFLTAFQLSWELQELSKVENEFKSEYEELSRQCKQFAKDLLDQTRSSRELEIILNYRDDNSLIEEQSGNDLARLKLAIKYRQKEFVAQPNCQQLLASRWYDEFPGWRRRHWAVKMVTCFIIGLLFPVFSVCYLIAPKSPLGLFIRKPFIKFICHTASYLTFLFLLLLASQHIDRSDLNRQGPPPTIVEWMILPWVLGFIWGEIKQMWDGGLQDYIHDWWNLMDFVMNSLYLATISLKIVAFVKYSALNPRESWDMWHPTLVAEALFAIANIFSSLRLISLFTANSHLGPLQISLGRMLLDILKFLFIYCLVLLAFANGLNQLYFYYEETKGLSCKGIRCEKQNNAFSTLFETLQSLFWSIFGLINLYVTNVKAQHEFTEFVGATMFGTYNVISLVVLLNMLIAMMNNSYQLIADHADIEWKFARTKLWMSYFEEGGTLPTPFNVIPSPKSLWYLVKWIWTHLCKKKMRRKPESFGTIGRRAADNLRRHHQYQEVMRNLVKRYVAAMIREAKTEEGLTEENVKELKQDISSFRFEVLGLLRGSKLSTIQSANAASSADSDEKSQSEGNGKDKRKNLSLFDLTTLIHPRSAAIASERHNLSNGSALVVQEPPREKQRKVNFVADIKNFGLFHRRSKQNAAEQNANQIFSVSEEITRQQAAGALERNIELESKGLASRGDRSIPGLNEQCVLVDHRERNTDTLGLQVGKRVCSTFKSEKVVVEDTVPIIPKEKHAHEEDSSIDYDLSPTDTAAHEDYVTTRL
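Signal: kinetic Fluo4 fluorescence imaging of calcium influx. Material: stable TRPC4beta/mu-opioid receptor HEK293 cells. Probe or stimulus: DAMGO in two steps, submaximal then maximal.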
TRPC4 act = opens the mouse TRPC4 cation channel; Q9QUQ5; HEK293 TRPC4beta/mu-opioid, Fluo4 calcium fluorescence; active compounds read high; B-score at 10 µM; 0.49% of 310,000 active;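 active = B-score above 5 SD of library B-scores, and initial fluorescence ratio not above library mean plus 5 SD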;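 note: positive B-score marks a calcium rise read as TRPC4 activation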
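Material: TRPC4beta and mu-opioid receptor HEK293 stable cells | Incubation: 45 min room-temperature Fluo4 loading, 110 s read | Detection: Kinetic Fluo4 calcium fluorescence | Measure: Integrated baseline-normalised fluorescence ratio, converted to per-well B score | Benchmarks: Low control buffer alone, high control maximal DAMGO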
PolyA inh = blocks polyadenylation in yeast reporter cells; AID 1875; S. cerevisiae SKY197-pL101 polyadenylation reporter, beta-gal luminescence; efflux-impaired pdr1/pdr3 knockout yeast; score 100 = 6 SD above DMSO; 0.02% of 300,000 active; calls only at 12 µM;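 active = lowest replicate activity score at least 50, where 100 means six control SD above control mean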;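 note: yeast exposed to compound for 9 h at 30 °C; higher score means more reporter readthrough which indicates perturbed polyadenylation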
TRPC6 activator = activators of mouse TRPC6 channel. Q61143. HEK293-TRPC6 membrane potential dye fluorescence; active compounds read high. B-score at 10 µM. 0.13% of 310,000 active;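 active = B-score of the integrated fluorescence ratio above library mean plus 3 SD, and starting fluorescence ratio within library mean plus 5 SD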;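 note: higher score means more depolarization so channel activation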
MrgX1 allo act = allosterically activates human MrgX1 receptor signaling; B-score at 10 µM; Q96LB2; MrgX1-HEK293, Fluo-4 calcium flux, FDSS; active compounds read high; 0.63% of 310,000 active;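 active = plate-corrected calcium response at least 3 library SD above typical, normal starting fluorescence, not activating the receptor alone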;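 note: compound read alongside a low EC10 to EC30 dose of BAM8-22 agonist; peak minus trough fluorescence over baseline measured at the second addition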
TRPC4 PAM = TRPC4 (mouse) allosteric potentiation. Q9QUQ5. HEK293 TRPC4beta/mu-opioid, DAMGO EC20, Fluo-4 Ca2+ flux; active compounds read high. B-score at 10 µM. 0.42% of 310,000 active. AID 2227;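 active = B-score of calcium response area above 5 SD of library B-scores, with initial fluorescence ratio within 5 SD of library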;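 note: B-score of integrated fluorescence ratio over time as area under calcium response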
HIF act = HIF pathway transcriptional activation | 0.32% of 300,000 active | U2OS HRE-luciferase reporter, luminescence; normalized: DMSO 0%, desferrioxamine 100% | activation, % at 7.5 µM (by protocol);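 active = mean activation of at least 10% of the iron chelator positive control signal, with at least half of replicates also reaching 10%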
TRPC6 inhibitor = blocks the mouse TRPC6 cation channel; Q61143; HEK293-TRPC6, membrane potential dye, ACh-evoked depolarization; active compounds read low; B-score at 10 µM; 1.1% of 310,000 active; AID 2553;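 active = B-score under library mean minus 3 SD, initial fluorescence not abnormally high, positive integrated signal ratio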;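 note: B-score derived from integrated fluorescence ratio over the kinetic read; more negative B-score means stronger inhibition of depolarization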
AI-2 QS mod = modulators of Vibrio harveyi AI-2 quorum sensing system. Vibrio harveyi JMH597 AI-2 luminescence/OD600 ratio, 9 h; active compounds read low; strain lacks LuxN and CqsS sensors; 0 = neutral-control median. activity change, % at 7.5 µM. 0.4% of 300,000 active; in the data active = activity change below about -75%, passing the limit was not always enough;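 note: luminescence divided by OD600 gain over 9 h not by final OD600 alone; inactives centre near 13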
* = called active by the depositor; i = inactive; . = not tested or not shown. Some of the compounds tested. The share of hits here may be higher or lower than overall.

SMILES	MrgX1 ag	MrgX1 antag	TRPC4 inh	TRPC4 act	PolyA inh	TRPC6 activator	MrgX1 allo act	TRPC4 PAM	HIF act	TRPC6 inhibitor	AI-2 QS mod
COc1ccc(CNC(=O)C(=O)NCC2CCCN2S(=O)(=O)c2ccccc2)cc1 (stereo not drawn)	i	i	i	i	i	i	i	i	0.7	i	8
CCCCOC(=O)/C(=C/C=C/c1ccccc1)NC(=O)c1ccccc1	i	i	i	i	i	i	i	i	0.5	i	0
CCOc1ccc(S(=O)(=O)N2CCN(Cc3ccccc3)CC2)c2cccnc12	i	i	i	i	i	i	i	i	-15	i	-18
CC(=O)N1c2ccccc2C2(C)C(C1(C)C)C2(Cl)Cl (stereo not drawn)	i	i	i	i	i	i	i	i	-0.5	i	16
COc1cc(/C=C2/C(=N)N3C=CSC3=NC2=O)ccc1OCCCOc1c(C)cccc1C	i	i	i	i	i	i	i	i	0.0	i	10
COc1ccc(-n2c(Cc3cccn3C)nnc2SCC(=O)Nc2ccc(C)c(Cl)c2)cc1	i	-4.8*	i	i	i	i	i	i	0.3	i	25
Cc1nc2sccn2c(=O)c1S(=O)(=O)Nc1cccc(Cl)c1C	i	i	i	i	i	i	i	i	-0.1	i	12
CC1CCN(CC(=O)Nc2nn(-c3ccccc3)nc2C(N)=O)CC1	i	i	i	i	i	i	i	i	0.3	i	12
CC(=O)N[C@H]1[C@H](OCc2ccccc2F)O[C@H](COC(C)=O)[C@@H](OC(C)=O)[C@@H]1OC(C)=O	i	i	i	i	i	i	i	i	-0.1	i	29
COc1ccc(C(=O)Cn2cc([N+](=O)[O-])nc2C)cc1	i	i	i	i	i	i	i	i	0.4	i	10
CN1CCN(c2c([N+](=O)[O-])cnc3ccccc23)CC1	i	i	i	i	i	i	i	i	0.0	i	21
CCOc1ccc(NC(=O)NCCCSC2CCCCC2)cc1	i	i	i	i	i	i	i	i	-0.1	i	.
O=C(NC(=S)Nc1ccccc1N1CCOCC1)c1cccc([N+](=O)[O-])c1	i	i	i	i	i	i	i	i	1.2	i	3
O=S(=O)(c1ccccc1)c1nc(-c2ccccc2)oc1N1CCOCC1	i	i	i	i	i	i	i	i	-0.6	i	3
COc1ccccc1CNc1ccc(C(=O)O)cc1	i	i	i	i	i	i	i	i	1.7	i	-49
COc1ccccc1N1CCN(C2CCCN(C(=O)c3cccc(-c4ccco4)c3)C2)CC1 (stereo not drawn)	i	i	i	i	i	i	i	i	0.0	i	29
CCN1CCC(NC(=O)Nc2ccc(F)cc2)CC1	i	i	i	i	i	i	i	i	-0.2	i	6
Cc1c(Br)c(C(F)(F)F)nn1CC(=O)N1CCCC1	i	i	i	i	i	i	i	i	-0.5	i	16
O=C(NC12CC3CC(CC(C3)C1)C2)C1=COCCO1	i	i	i	i	i	i	i	i	-0.1	i	29
CC(SCc1ccc(C(=O)O)o1)c1ccc(C(=O)O)o1 (stereo not drawn)	i	i	i	i	i	i	i	i	-0.2	i	22
Cc1ccc(C)n1-c1ccc(N2CCOCC2)nc1	i	i	i	i	i	i	i	i	-0.4	i	5
COc1cccc(C2C(C(C)=O)=C(C)Nc3ncnn32)c1 (stereo not drawn)	i	i	i	i	i	i	i	i	0.3	i	-3
CSc1sc(-c2nnc(SCC(=O)Nc3ccccc3)n2C)c2c1C=CCC2	i	i	i	i	i	i	i	i	-0.3	i	12
O=[N+]([O-])c1ccccc1S(=O)(=O)Oc1ccc(/C=N/n2cnnc2)cc1	i	i	i	i	i	i	i	i	0.0	i	6
CC(=O)Nc1ccc(-c2csc(N/N=C\c3ccncc3)n2)cc1	i	i	i	i	i	i	i	i	0.9	i	13

Next entries:
SMILES	MrgX1 ag	MrgX1 antag	TRPC4 inh	TRPC4 act	PolyA inh	TRPC6 activator	MrgX1 allo act	TRPC4 PAM	HIF act	TRPC6 inhibitor	AI-2 QS mod
CN(C(=O)c1ccccc1OCc1ccc(Cl)cc1)c1ccccc1	i	i	i	i	i	i	i	i	0.3	i	-12
CC(=O)OCC(=O)Nc1cc(S(=O)(=O)N2CCCCCC2)ccc1Cl	i	i	i	i	i	i	i	i	-0.4	i	7
CC(C)(NC(=O)NC(CO)c1ccccc1)c1cccc(C(C)(C)NC(=O)NC(CO)c2ccccc2)c1 (stereo not drawn)	i	i	i	i	i	i	i	i	0.1	i	17
CCc1ccc(CNC(=O)c2ccc(OC3CCN(C(=O)COC)CC3)cc2)nc1	i	i	i	i	i	i	i	i	0.1	i	19
CCCn1cnc2cc(NC(=O)c3ccco3)ccc21	i	i	i	i	i	i	i	i	1.0	i	44
COc1ccc(CNCC(=O)Nc2cccc(S(N)(=O)=O)c2)cc1	i	i	i	i	i	i	i	i	0.4	i	32
COC(=O)C1=C(C(=O)OC)SC(=C2C(=S)C(C)(C)N(C(=O)C3CC3)c3ccccc32)S1	i	i	i	i	i	i	i	i	-0.5	i	22
Cc1cc(C)cc(NC(=O)c2cc(C)n(Cc3cccs3)c2C)c1	i	i	i	i	i	i	i	i	3.7	i	6
Cc1cccc2cc(-c3ccccc3)c(-c3ccccc3)c[n+]12	i	i	i	i	i	i	i	i	-0.6	i	18
O=C(CN1CCCC1)NC(=O)NC1CCCC1	i	i	i	i	i	i	i	i	0.1	i	-3
Cc1ccccc1Nc1nc(N)nc(CSCC(=O)Nc2cccc(Br)c2)n1	i	i	i	i	i	i	i	i	0.2	i	-4
CCOc1ccc2nc(SCC(=O)NC(=O)NCc3ccco3)[nH]c2c1	i	i	i	i	i	i	i	i	0.2	i	6
Cc1c(NC(=O)c2cc(-c3cccs3)on2)c(=O)n(-c2ccccc2)n1C	i	i	i	i	i	i	i	i	-0.5	i	9
O=C(O)COc1ccc(/C=C/C(=O)c2ccc(C3CCCCC3)cc2)cc1	i	i	i	i	i	i	i	i	0.9	i	32
CCNc1nc(SC(C)C(=O)Nc2ccccc2)nc(N2CCOCC2)n1 (stereo not drawn)	i	i	i	i	i	i	i	i	0.5	i	13
C[N+](C)(CCOc1ccccc1)Cc1ccccc1 (tested in a mixture with another compound)	i	i	i	i	i	i	i	i	-0.8	i	14
COc1ccc(NC(=O)CN(C)C(=O)c2cccc(S(=O)(=O)N3CCN(Cc4ccccc4)CC3)c2)cc1	i	i	i	i	i	i	i	i	-0.3	i	15
COc1ccc(S(=O)(=O)N2CCOC2CNC(=O)C(=O)NCCCc2ccccc2)cc1 (stereo not drawn)	i	i	i	i	i	i	i	i	0.4	i	2
COc1ccc(Nc2nnc(SCC3CCCCO3)s2)cc1 (stereo not drawn)	i	i	i	i	i	i	i	i	1.9	i	15
CCC(C)[C@H](N)c1nnc(SCC(=O)Nc2ccc(C)cc2C)o1 (stereo partly drawn)	i	i	i	i	.	i	i	i	-0.7	i	19
CCN(CC(=O)NCCC1=CCCCC1)S(=O)(=O)c1ccccc1	i	i	i	i	i	i	i	i	-0.4	i	4
N#Cc1c(N)nc(SC2CCCCC2=O)c(C#N)c1-c1ccco1 (stereo not drawn)	i	i	i	i	i	i	i	i	-0.2	i	17
COc1ccc(OC)c(N(CC(=O)NC2CC3CCC2C3)S(=O)(=O)c2ccccc2)c1 (stereo not drawn)	i	i	i	i	i	i	i	i	0.7	i	10
COC(=O)c1ccc(Cl)c(NC(=O)CSc2ncn[nH]2)c1	i	i	i	i	i	i	i	i	0.3	i	56
O=C(c1ccccc1)c1ccc(OCC(O)CNCc2ccc(Cl)cc2)cc1 (stereo not drawn)	i	i	i	i	i	i	i	i	-1.5	i	11

Not a retest: 6 of the compounds above.
SMILES	MrgX1 ag	MrgX1 antag	TRPC4 inh	TRPC4 act	PolyA inh	TRPC6 activator	MrgX1 allo act	TRPC4 PAM	HIF act	TRPC6 inhibitor	AI-2 QS mod
Cc1cc(C)cc(NC(=O)c2cc(C)n(Cc3cccs3)c2C)c1	i	i	i	i	i	i	i	i	3.7	i	6
Cc1cccc2cc(-c3ccccc3)c(-c3ccccc3)c[n+]12	i	i	i	i	i	i	i	i	-0.6	i	18
O=C(CN1CCCC1)NC(=O)NC1CCCC1	i	i	i	i	i	i	i	i	0.1	i	-3
Cc1ccccc1Nc1nc(N)nc(CSCC(=O)Nc2cccc(Br)c2)n1	i	i	i	i	i	i	i	i	0.2	i	-4
CCOc1ccc2nc(SCC(=O)NC(=O)NCc3ccco3)[nH]c2c1	i	i	i	i	i	i	i	i	0.2	i	6
Cc1c(NC(=O)c2cc(-c3cccs3)on2)c(=O)n(-c2ccccc2)n1C	i	i	i	i	i	i	i	i	-0.5	i	9

The list goes on:
SMILES	MrgX1 ag	MrgX1 antag	TRPC4 inh	TRPC4 act	PolyA inh	TRPC6 activator	MrgX1 allo act	TRPC4 PAM	HIF act	TRPC6 inhibitor	AI-2 QS mod
COC(=O)c1ccc2nc(C)c(C)nc2c1	i	i	i	i	i	i	i	i	0.2	i	21
CC(=O)c1cc(C#N)c(SCc2ccccc2C#N)nc1C	i	i	i	i	i	i	i	i	2.0	i	5
CC(C)CCNC(=O)C1CCN(Cc2cccc(OCc3ccccc3)c2)CC1	i	i	i	i	i	i	i	i	1.7	i	.
CCOc1cccc2cc(C(=O)NCCC3=CCCCC3)c(=O)oc12	i	i	i	i	i	i	i	i	1.3	i	16
CCCC(=O)c1ccc(N2CCN(C(=O)c3ccccc3Br)CC2)c(F)c1	i	i	i	i	i	i	i	11*	0.8	i	18
O=C(c1cc2ncc(Br)cn2n1)N1CCN(C(=O)c2ccco2)CC1	i	i	i	i	i	i	i	i	0.2	i	17
Cn1c(SCC(=O)Nc2nccs2)nnc1C1CC1	i	i	i	i	i	i	i	i	-0.2	i	3
COC(=O)c1nn(-c2c(C)n(C)n(-c3ccccc3)c2=O)cc1O	i	i	i	i	i	i	i	i	0.1	i	12
CC(C)Nc1nc(NC(C)C)nc(C(=O)OCCO)n1	i	i	i	i	i	i	i	i	-0.4	i	-16
CN(CC(=O)Nc1ccccc1C(F)(F)F)C(=O)C1CCN(C(=O)c2ccc(Cl)cc2)CC1	i	i	i	i	i	i	i	i	0.2	i	9
COc1cc2c(cc1C1NC(=S)NC(C)=C1C(N)=O)CCCC2 (stereo not drawn)	i	i	i	i	i	i	i	i	-0.1	i	6
CC(=O)NCCOc1cccc2cccnc12	i	i	i	i	i	i	i	i	-0.1	i	-4
Cc1cccc(OCC(=O)N2CCOCC2)c1	i	i	i	i	i	i	i	i	0.8	i	16
Cn1nc(C(=O)NCc2ccco2)c2ccccc2c1=O	i	i	i	i	i	i	i	i	-2.3	i	26
